Screens from PubChem BioAssay.
CSN deneddyl inh: CSN deneddylation inhibition; Q92905; Purified CSN, SCF-Nedd8-OG deneddylation, fluorescence polarization; inhibition, % at 12.5 µM; actives 0.38% (n = 360,000); AID 651999;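 active = pattern-corrected inhibition above about 35%, with an unprinted fluorescence ratio check between 0.5 and 1.5, limit read from the data, passing the limit was not always enough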;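 note: 0% = enzyme with substrate and 100% = substrate without enzyme; some results filed as inactive read as strong as hits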
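Assay system: Purified human Csn5 enzyme expressed in HEK293T cells | Amount: Enzyme 0.24 nM | Measured by: Fluorescence polarization readout | Medium: Tris/NaCl/DTT buffer, pH 7.5 | Compound dosing: One concentration, 12.5 µM, 0.25% DMSO | Times: 90 min incubation of compound, enzyme and substrate at room temperature | Control set: no-enzyme wells high, enzyme-with-substrate wells low | Read-out: % inhibition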
MsrA inh: inhibitors of bovine MsrA; actives 0.75% (n = 360,000); inhibition, % at 15.5 µM; purified bovine MsrA, absorbance read-out; in the data active = inhibition above about 4.5%;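 note: 0% = vehicle wells with enzyme and 100% = reference inhibitor wells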
MLLE-PAM2 inh: blocks PAM2 peptide binding to the PABP1 MLLE domain; P11940; GST-MLLE / FITC-PAM2 fluorescence polarization; inhibition, % at 20 µM; actives 0.36% (n = 360,000); AID 588489; in the data active = inhibition above about 35%, passing the limit was not always enough;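 note: plate controls were DMSO wells with GST-MLLE for no effect and wells lacking GST-MLLE protein for full effect; some results filed as inactive read as strong as hits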
MT1-MMP act inh: inhibitors of human MT1-MMP activation; P50281; HT1080 RFP-PRO-GFP cells, GFP/RFP ratio fluorescence, overnight; percent of plate control window, DMSO zero; GFP/RFP ratio change, % at 20 µM; actives 0.061% (n = 360,000);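 active = GFP/RFP ratio change of at least 30% with cell ATP level not reduced by more than half and red fluorescence within 50% of control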; note: strong numbers were not always called active
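Material – HT1080 RFP-PRO-GFP cells · Control set – DMSO wells and RFP-L50D-GFP cells · Incubation – overnight cell settling, then overnight compound exposure, 37 °C, 5% CO2 · Compound dosing – single-point 20 µM compound, 1% DMSO · Read-out – GFP/RFP fluorescence ratio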
Rin1 Abl inh: inhibitors of human Rin1-Abl protein interaction; P00519+Q13671; TR-FRET Rin1/Abl binding, biochemical; inhibition, % at 7.35 µM; actives 0.4% (n = 360,000); in the data active = inhibition above about 5%, passing the limit was not always enough
bovine MsrA act: bovine methionine sulfoxide reductase A activation | purified bovine MsrA, absorbance read-out | activation, % at 10.6 µM | actives 0.3% (n = 360,000); in the data active = activation above about 7.5%;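 note: 0% = vehicle and 100% = reference activator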
FAS TE block: inhibitors of human fatty acid synthase thioesterase domain. inhibition, % at 15 µM. actives 0.67% (n = 360,000). recombinant FAS-TE, OMFH fluorogenic substrate, fluorescence endpoint;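 active = compounds whose normalised, plate-corrected inhibition of enzyme fluorescence in the single-dose primary screen is 50% or more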;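 note: 0% = DMSO with enzyme and 100% = substrate without enzyme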
Rpn11 inh: inhibitors of human proteasome Rpn11 | O00487 | human 26S proteasome, Ub4-pepOG fluorescence polarization; 20S core pre-blocked with epoxomicin | calls only at 20 µM | actives 0.59% (n = 360,000) | AID 588493;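 active = inhibition at 20 µM, scaled to each plate's controls, above about 33%, limit read from the data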
Target sequence (O00487 whole entry, looked up): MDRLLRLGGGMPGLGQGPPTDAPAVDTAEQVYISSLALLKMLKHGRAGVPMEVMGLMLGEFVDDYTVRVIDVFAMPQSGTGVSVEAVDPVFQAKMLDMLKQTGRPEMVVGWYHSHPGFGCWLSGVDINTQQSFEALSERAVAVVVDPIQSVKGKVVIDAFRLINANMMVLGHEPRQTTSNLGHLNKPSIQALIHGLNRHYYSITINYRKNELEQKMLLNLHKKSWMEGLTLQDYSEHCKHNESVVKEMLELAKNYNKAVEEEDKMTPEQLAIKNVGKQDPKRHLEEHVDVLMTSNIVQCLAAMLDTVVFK
E coli Lon inh: inhibits E. coli Lon protease | P0A9M0 | purified E. coli Lon protease, fluorescence polarization | inhibition, % at 7.94 µM | actives 0.42% (n = 360,000); in the data active = inhibition above about 13%, passing the limit was not always enough;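 note: 0% = enzyme with probe and DMSO and 100% = no enzyme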
Target sequence (P0A9M0 whole entry, looked up): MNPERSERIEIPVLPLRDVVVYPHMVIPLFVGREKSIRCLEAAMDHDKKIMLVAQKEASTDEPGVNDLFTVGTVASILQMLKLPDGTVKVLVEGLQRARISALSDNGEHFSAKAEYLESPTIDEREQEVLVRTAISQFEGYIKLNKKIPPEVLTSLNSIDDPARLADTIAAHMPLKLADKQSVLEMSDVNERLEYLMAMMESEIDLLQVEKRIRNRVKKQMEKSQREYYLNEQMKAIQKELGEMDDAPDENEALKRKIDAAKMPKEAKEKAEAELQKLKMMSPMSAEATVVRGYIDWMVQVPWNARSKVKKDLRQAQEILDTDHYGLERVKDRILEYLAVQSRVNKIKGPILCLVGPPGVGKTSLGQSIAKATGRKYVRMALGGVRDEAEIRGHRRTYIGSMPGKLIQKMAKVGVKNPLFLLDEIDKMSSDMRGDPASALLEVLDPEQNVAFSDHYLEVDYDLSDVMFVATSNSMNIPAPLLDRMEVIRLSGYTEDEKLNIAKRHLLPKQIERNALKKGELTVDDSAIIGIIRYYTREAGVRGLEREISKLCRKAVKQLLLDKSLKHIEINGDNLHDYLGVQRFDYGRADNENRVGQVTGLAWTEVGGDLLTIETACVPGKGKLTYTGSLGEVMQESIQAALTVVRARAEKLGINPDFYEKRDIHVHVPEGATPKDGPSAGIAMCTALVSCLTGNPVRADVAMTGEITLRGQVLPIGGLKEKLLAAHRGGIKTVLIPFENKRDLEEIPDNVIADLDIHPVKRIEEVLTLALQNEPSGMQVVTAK
Starred values were filed as active, the others as inactive; i = inactive; / = not tested or not shown; + = active, no number. Not a hit list, and some 3.7% of all compounds hit somewhere here.

SMILES	CSN deneddyl inh	MsrA inh	MLLE-PAM2 inh	MT1-MMP act inh	Rin1 Abl inh	bovine MsrA act	FAS TE block	Rpn11 inh	E coli Lon inh
COc1ccc(CN(C(=O)CNC(=O)c2ccco2)C(C(=O)NCC2CCCO2)c2ccccc2)cc1 (centres undefined)	6	0.8	-6	-4	0	-7	-5	i	8
Cc1ccc(N2CC(C(=O)NC3CCSC3=O)CC2=O)cc1 (centres undefined)	4	0.4	-8	-2	-5	-2	-5	i	5
N#CCCN1CCN(S(=O)(=O)c2ccc(S(=O)(=O)NC3CCCC3)cc2)CC1	2	0.9	15	1	-2	-3	-1	i	-3
COc1ccc(Cl)cc1S(=O)(=O)N1CCCc2ccccc21	-2	-0.4	5	-1	2	-2	14	i	1
COc1ccc(CN2CCCC(CNC(=O)c3ccc(F)cc3)C2)c(F)c1 (centres undefined)	-3	0.6	-3	-4	-1	-1	-2	i	-3
C/C=C/c1cccc(-c2nc(C(=O)N3CCCCC3)cc3c2[C@@H](CCO)N(C(=O)NC(C)C)C3)c1	-3	-0.5	/	4	/	-5	-8	/	2
CCOC(=O)CN(c1ccccc1C)S(=O)(=O)c1ccc(Cl)cc1	-2	-1.2	8	0	1	-3	19	i	5
O=C(CNC(=S)NC(=O)C1CCCCC1)c1ccccc1	-2	-1.2	12	-2	2	-12	-9	i	-8
O=C(COC(=O)c1cccnc1)NC1CCCc2ccccc21 (centres undefined)	0	0.5	8	0	-1	1	-8	i	-1
O=C(N1CCCCCC1)N1CCN(S(=O)(=O)N2CCCCC2)CC1	1	1.1	10	1	0	-5	-5	i	-12
COCCN(CC(=O)Nc1cccc(C)c1C)C(=O)C1(c2ccccc2)CC1	-4	0.4	4	-2	-1	-2	-3	i	5
COc1cc2c(cc1O)[C@@H]1Cc3cc(OC)c(OC)cc3C(C2)N1C	-3	-0.6	-4	0	-1	-1	-4	i	2
Cn1c(C(=O)NCCCN2CCCCC2)cc2sccc21	5	-1.6	2	4	-1	-11	-6	i	2
CC1CCCCN1C(=O)CSc1nnc(-c2ccccc2O)o1 (centres undefined)	3	-0.6	4	-20	0	0	0	i	0
COc1ccc(OC)c(S(=O)(=O)N2CCC(C(=O)Nc3ccc(C)c(C)c3)CC2)c1	-1	1.6	7	1	-2	-2	14	i	-8
O=C(OCC(=O)N1CCOCC1)c1ccc2c(c1)OCCO2	5	0.5	-10	2	6	-11	-13	i	3
COc1ccc(C2C3C(=O)N(Cc4ccccc4)C(=O)C3ON2c2ccccc2)c(OC)c1OC (centres undefined)	2	0.7	1	-8	2	-5	30	i	-6
Oc1cc(-n2cccn2)c(O)cc1-n1cccn1	-2	-1.1	47*	4	2	-4	0	i	8
Cc1cc(C)cc(N(CC(=O)N/N=C/c2ccncc2)S(=O)(=O)c2ccccc2)c1	-17	-0.2	-5	-8	0	-8	1	i	3
Cc1cc(NC(=O)COc2ccccc2)n(-c2ccccc2)n1	1	0.5	9	-5	1	-10	-4	i	-8
COC(=O)c1cccc(NC(=S)Nc2cccc(Cl)c2Cl)c1	-5	0.0	28	-7	-2	-4	2	i	-5
Clc1ccccc1OCc1nc(-c2ccccn2)no1	-3	0.1	4	4	-2	-1	-5	i	-4
CCOc1ccccc1N1CCN(C(=O)c2c(C)noc2C)CC1	3	0.0	4	1	-3	-3	-5	i	11
CCCCNC(=O)CSc1nc2ccc(NC(=O)CSc3nnc(N)s3)cc2s1	-1	0.7	-103	1	-1	-9	1	i	-10
CN(C)S(=O)(=O)c1ccc(N2CCCC2)c(C(=O)NNC(=O)COc2ccccc2Cl)c1	-2	1.2	6	3	2	-3	3	i	-4

Given bar-delimited: part of the list above
Compound | CSN deneddyl inh | MsrA inh | MLLE-PAM2 inh | MT1-MMP act inh | Rin1 Abl inh | bovine MsrA act | FAS TE block | Rpn11 inh | E coli Lon inh
COc1ccc(CN(C(=O)CNC(=O)c2ccco2)C(C(=O)NCC2CCCO2)c2ccccc2)cc1 (centres undefined) | 6 | 0.8 | -6 | -4 | 0 | -7 | -5 | i | 8
Cc1ccc(N2CC(C(=O)NC3CCSC3=O)CC2=O)cc1 (centres undefined) | 4 | 0.4 | -8 | -2 | -5 | -2 | -5 | i | 5
N#CCCN1CCN(S(=O)(=O)c2ccc(S(=O)(=O)NC3CCCC3)cc2)CC1 | 2 | 0.9 | 15 | 1 | -2 | -3 | -1 | i | -3
COc1ccc(Cl)cc1S(=O)(=O)N1CCCc2ccccc21 | -2 | -0.4 | 5 | -1 | 2 | -2 | 14 | i | 1
COc1ccc(CN2CCCC(CNC(=O)c3ccc(F)cc3)C2)c(F)c1 (centres undefined) | -3 | 0.6 | -3 | -4 | -1 | -1 | -2 | i | -3
C/C=C/c1cccc(-c2nc(C(=O)N3CCCCC3)cc3c2[C@@H](CCO)N(C(=O)NC(C)C)C3)c1 | -3 | -0.5 | / | 4 | / | -5 | -8 | / | 2
CCOC(=O)CN(c1ccccc1C)S(=O)(=O)c1ccc(Cl)cc1 | -2 | -1.2 | 8 | 0 | 1 | -3 | 19 | i | 5
O=C(CNC(=S)NC(=O)C1CCCCC1)c1ccccc1 | -2 | -1.2 | 12 | -2 | 2 | -12 | -9 | i | -8
O=C(COC(=O)c1cccnc1)NC1CCCc2ccccc21 (centres undefined) | 0 | 0.5 | 8 | 0 | -1 | 1 | -8 | i | -1
O=C(N1CCCCCC1)N1CCN(S(=O)(=O)N2CCCCC2)CC1 | 1 | 1.1 | 10 | 1 | 0 | -5 | -5 | i | -12
COCCN(CC(=O)Nc1cccc(C)c1C)C(=O)C1(c2ccccc2)CC1 | -4 | 0.4 | 4 | -2 | -1 | -2 | -3 | i | 5
COc1cc2c(cc1O)[C@@H]1Cc3cc(OC)c(OC)cc3C(C2)N1C | -3 | -0.6 | -4 | 0 | -1 | -1 | -4 | i | 2

Following part
SMILES	CSN deneddyl inh	MsrA inh	MLLE-PAM2 inh	MT1-MMP act inh	Rin1 Abl inh	bovine MsrA act	FAS TE block	Rpn11 inh	E coli Lon inh
CCOc1ccc(CC(=O)C2C(=O)CCCC2=O)cc1OCC	10	/	5	-1	3	-4	2	i	4
NC(=O)c1nsc(C(=O)N(CC(=O)NC2CCCCC2)c2cccc(F)c2)c1N	-1	0.5	-8	1	1	-2	4	i	6
CCCCN(C(=O)c1ccc(-c2ccc(Cl)cc2)o1)c1c(N)n(CCCC)c(=O)[nH]c1=O	11	0.4	-3	-8	1	-7	-3	i	-11
O=C(COc1ccccc1[N+](=O)[O-])N/N=C/c1ccccn1	5	-1.0	-7	0	2	-2	-6	i	-6
Cc1cc(C)cc(NC(=O)CCNS(=O)(=O)c2cc(Br)cnc2N)c1	-1	0.8	3	1	-2	-1	8	i	-10
COc1ccccc1/C=C/C(=O)OCC(=O)c1cc(C)n(C)c1C	-2	2.0	4	1	1	-2	14	i	-8
Oc1ccc(/C=N/n2cnn(Cc3ccccc3Cl)c2=S)c(O)c1	3	1.2	24	1	5	-12	8	i	-6
Oc1cc(CNCc2ccccc2)c(O)cc1CNCc1ccccc1	-12	1.4	26	-17	3	-3	-6	i	52*
CN(C)c1nc(OCc2ccccc2)c2ncc(=O)[nH]c2n1	0	1.0	4	1	-1	-3	0	i	7
COc1ccc(CNC(=O)COC(=O)CNC(=O)c2sc3ccccc3c2Cl)cc1OC	-6	0.0	6	1	-5	-4	-7	i	-16
CCOc1cc(C(=S)N2CCCC2)ccc1OC(=O)Cc1ccc(F)cc1	2	0.7	3	-1	3	-7	7	i	-1
COc1ccc([N+](=O)[O-])cc1NC(=O)CCN1CCN(C)CC1	2	2.6	9	-4	2	-3	-2	i	-8
COc1cc(C)ccc1OCCOc1c(Cl)cc(Cl)cc1Cl	-8	0.3	7	0	-2	-4	16	i	-8
CC(C)CNC(=O)c1ccccc1-c1ccccc1C(=O)O	7	-0.6	-5	-3	1	-3	-8	i	-1
CCn1cc(C(=O)OCC(=O)c2ccccc2)c(=O)c2ccc(C)nc21	9	0.0	6	0	-3	-7	-5	i	10
Cc1nc2sccn2c1P(c1c(C)nc2sccn12)c1c(C)nc2sccn12	3	-0.8	30	4	-1	-3	-9	i	-3
COc1ccccc1NC(=S)N1CCC(NC(=O)NC23CC4CC(CC(C4)C2)C3)CC1	2	-1.6	-10	-1	-1	0	-1	i	0
O=C(COC(=O)C1CC2C=CC1C2)NCc1ccco1 (centres undefined)	35*	-0.6	-1	-3	-3	-1	-2	i	5
COc1ccccc1CCNC(=O)c1cccc(S(=O)(=O)N2CCc3ccccc3C2)c1	-4	0.0	4	-8	3	-13	21	i	3
COc1cc(C=Cc2nnc3c4ccccc4cnn23)cc(OC)c1OC	7	2.3	5	3	-2	-5	-1	i	15
CC(C)(C)c1csc(NC(=O)Cc2cccs2)n1	5	1.0	6	-16	-3	-9	1	i	-1
COc1ccc2[nH]cc(CCN3C(=O)c4ccc(C(=O)O)cc4C3=O)c2c1	-5	-0.6	0	4	-3	0	4	i	2
COc1cc([N+](=O)[O-])cc(/C=N/NC(=O)CSc2ccccn2)c1O	3	2.5	7	3	-6	-3	30	i	-8
N#CC1(NC(=O)Cn2cc(C(F)(F)F)ccc2=O)CCCC1	-2	-0.7	3	-4	1	0	-6	i	2
O=C(COc1cc(F)ccc1[N+](=O)[O-])N1N=C(c2cccs2)CC1c1ccco1 (centres undefined)	-2	1.1	5	2	1	-3	28	i	-1

Going on with the list:
SMILES	CSN deneddyl inh	MsrA inh	MLLE-PAM2 inh	MT1-MMP act inh	Rin1 Abl inh	bovine MsrA act	FAS TE block	Rpn11 inh	E coli Lon inh
N#CC1=C(N)Oc2n[nH]c(-c3cccnc3)c2C1c1cc(F)ccc1F (centres undefined)	-3	1.1	11	2	2	-2	2	i	0
CCn1c(SCC(=O)N/N=C/c2ccc(O)c(OC)c2)nc2ccccc21	5	-0.2	2	0	-6	-1	-8	i	5
COc1ccc(C(=O)Nc2ccc(S(=O)(=O)N3CCCCC3)cc2)cc1	-2	-0.1	-10	-2	-1	-2	14	i	-2
CC(C)N(C(=O)COC(=O)CCC(=O)c1cccs1)c1ccccc1	-1	-0.1	4	1	-1	-11	1	i	-2
CCN(CC)S(=O)(=O)c1cc(NC(=O)COC(=O)CCC(=O)c2ccc(F)cc2)ccc1C	-6	-0.4	-26	5	1	-1	14	i	-3
Cc1c(Cl)cccc1NC(=S)NCCN1CCOCC1	-1	-0.8	18	3	-1	-3	-6	i	9
CCOc1ccccc1NC(=O)CSc1nc2[nH]ncc2c(=O)[nH]1	2	-1.1	-6	2	0	-1	-8	i	-5
Cn1c(/N=C/c2cccs2)nc2ccccc21	5	-0.3	-6	1	0	-8	-7	i	-2
Cc1nc(-c2ccc(F)cc2)c(CC(=O)N2CCN(S(=O)(=O)c3cccc([N+](=O)[O-])c3)CC2)s1	12	0.0	-38	-11	1	-10	-1	i	-47
COc1ccc(-c2cc(NC=O)c3ncc(-c4ccc(C(C)=O)cc4)n3c2)cn1	42*	0.8	-21	-7	-7	-6	0	+	-35
COc1ccccc1CNC(=O)c1cc(-c2ccccc2)nn1CC1CC(c2cccc([N+](=O)[O-])c2)=NO1 (centres undefined)	-1	2.4	3	1	0	-9	17	i	18
